# Bioassay records as filed in PubChem BioAssay.
# XIAP displacement – XIAP antagonists, biochemical, IAP family, fluorescence polarization (AID 1018); XIAP BIR domain, fluorescence polarization peptide displacement; higher % means a stronger effect; one-dose displacement, % at 20 µM; IC50 in µM for titrated hits; actives 0.007% (n = 200,000); in the data active = displacement above about 50%; also: a part of the inactive calls stands beside numbers as strong as those of hits
# Lipid droplet – modulators of hepatic lipid droplet formation. AID 1656. actives 0.4% (n = 240,000). inhibition, % at 6.5 µM. AML12 mouse hepatocytes, oleate lipid droplets, BODIPY imaging;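 active = lipid droplet intensity inhibited by at least 50%, with more than 500 cells counted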
#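 Assay system: AML12 hepatocytes (mouse); Probe or stimulus: oleic acid at 100 µM to induce lipid droplet formation; Dosing: compound at 6.5 µM only; Schedule: compound with oleate, overnight; Detection: fluorescence imaging, 20x objective, two fields per well; Measure: % inhibition of lipid droplet signal.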
# Insulin prom up – MIN6 insulin promoter up-regulation; MIN6 insulin promoter-GFP reporter, high-content imaging; stronger effect = higher value; z-score at 5 µM; actives 0.3% (n = 190,000); AID 1625;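 active = z-score above 3 at 5 µM with at least 500 cells counted in the well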
# WT yeast gro inh – growth inhibition of WT yeast, mitochondrial fusion screen; mitochondrial fusion phenotypic screen, WT strain; inhibition, % at 10 µM; actives 2.1% (n = 190,000); AID 1362; in the data active = inhibition above about 58%; tested in S. cerevisiae
# MT stabilize HCS – microtubule stabilizers in HeLa cells | AID 2205 | % tubulin-high responders, % at 10 µM | actives 0.83% (n = 200,000) | HeLa tubulin immunostaining HCS, 24 h; share of cells brighter than vehicle mean+2SD;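 active = plate Z-score above 3 for both tubulin-high and condensed-nucleus cell shares, with cell loss under 80%, at 10 µM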;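 also: anti alpha tubulin signal scored within the nucleus-defined area of each cell; some results filed as inactive read as strong as hits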
# CSM14.1 death rescue – rescue of cells from ER stress-induced death, primary screen, 384-well, CSM14.1, thapsigargin, ATP luminescence (AID 1222); one-dose cellular ATP content (survival), % at 20 µM; EC50 in µM for titrated hits; CSM14.1 thapsigargin-induced death rescue, ATP luminescence; higher % means a stronger effect; 190,000 tested, under 10 active;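 active = EC50 below 50 µM in the dose-response confirmation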;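 also: death triggered by thapsigargin at about 15 µM added after 2 h compound pretreatment; cell ATP read after overnight thapsigargin exposure of roughly 18 to 22 hours; normalized against plate controls of thapsigargin alone and 5% DMSO vehicle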
# Dynein cargo inh – dynein cargo transport inhibition; actives 0.47% (n = 220,000); z-score, hits read low; 3617.4 mouse cells, GR-EGFP nuclear translocation imaging; test concentration mostly 20 µM; stimulated with dexamethasone, 1 µM; stronger effect = lower value;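 active = plate z-score of nuclear minus cytoplasmic receptor signal below a set negative limit, without overly bright fluorescence or cell loss, cut at about -3.5 in these data, passing the limit was not always enough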;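 also: z-score of nuclear minus cytoplasmic ring GR-EGFP intensity difference per well; some compounds called inactive have numbers as strong as hits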
#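 Buffer or medium: tet-free, stripped-serum medium; Also added: dexamethasone, 1.0 µM final; Technique: high-content fluorescence imaging after fixation; Times: 48 h induction, 1 h compound, 30 min dex at 37 °C; Read-out: per-cell GR-EGFP intensity, nucleus versus surrounding cytoplasmic ring, well-averaged.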
# Autophagy mod – modulators of autophagy; actives 0.98% (n = 190,000); AID 463193; calls only at 10 µM (by protocol); MEF GFP-LC3 puncta imaging; test concentration mostly 10 µM;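 active = percentage of spot-positive cells more than 3 SD above its plate mean, without a fluorescence outlier flag or 80% toxicity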;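 also: spot-positive cell cutoff set from DMSO-treated cells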
# bCat nuc transl – beta-catenin nuclear translocation modulation. nuclear translocation activity, % at 5 µM. AID 1665. HeLa beta-catenin nuclear translocation, immunofluorescence imaging. actives 0.3% (n = 190,000);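 active = nuclear translocation activity above 50% at 5 µM, with a well cell count of 50 or more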;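 also: per-cell ratio of nuclear to cytoplasmic median beta-catenin stain intensity; plate controls were DMSO negative control for no effect and GSK-3 inhibitor IX positive control for full effect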
#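 Test system: human HeLa cells, endogenous beta-catenin. Times: 24 h compound exposure, 37°C. Measured by: beta-catenin immunofluorescence imaging with DAPI.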
# WT yeast gro inh mutant strain – further read-out of WT yeast gro inh, marked with its call; inhibition, %; mitochondrial fusion phenotypic screen, mutant strain inhibition
# Dynein cargo inh cytoplasmic EGFP – second read-out of Dynein cargo inh, no call of its own (marks repeat the call); z-score; measured here: cytoplasmic GR-EGFP intensity; stronger effect = higher value
# Dynein cargo inh nuclear GR-EGFP – also measured in Dynein cargo inh; calls as there; z-score; measured here: nuclear GR-EGFP intensity;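 lower value marks the stronger effect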
# Dynein cargo inh cell count – further read-out of Dynein cargo inh, marked with its call; z-score; measured here: cell count per field
# Insulin prom up cell count – further read-out of Insulin prom up, marked with its call; cell count; measured here: cytotoxicity, nuclei count;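 total cells summed across four imaged fields per well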
# Lipid droplet cells 6.5 µM – second read-out of Lipid droplet, no call of its own (marks repeat the call); cell count; measured here: cell count, cytotoxicity flag;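 cells counted across two imaged fields per well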
# bCat nuc transl cell count 5 µM – recorded beside bCat nuc transl, whose call it bears; cell count; measured here: cell count, cytotoxicity flag
# MT stabilize HCS Hoechst-high % – recorded beside MT stabilize HCS, whose call it bears; % Hoechst-high responders; measured here: nuclear condensation Hoechst responders;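 share of cells brighter than vehicle mean plus two SD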
# MT stabilize HCS cytotoxicity % – recorded beside MT stabilize HCS, whose call it bears; toxicity, %; measured here: cytotoxicity by cell density;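 0% = mean cell density of plate MIN control wells and 100% = no cells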
# Autophagy mod cell loss 18 h – also measured in Autophagy mod; calls as there; toxicity, %; measured here: cell loss, nuclei count;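 cell loss after 18 h compound exposure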
# * hit, by the source's call; i = inactive; · = not tested or not shown.
SMILES,XIAP displacement,Lipid droplet,Lipid droplet cells 6.5 µM,Insulin prom up,Insulin prom up cell count,WT yeast gro inh,WT yeast gro inh mutant strain,MT stabilize HCS,MT stabilize HCS Hoechst-high %,MT stabilize HCS cytotoxicity %,CSM14.1 death rescue,Dynein cargo inh,Dynein cargo inh cytoplasmic EGFP,Dynein cargo inh nuclear GR-EGFP,Dynein cargo inh cell count,Autophagy mod,Autophagy mod cell loss 18 h,bCat nuc transl,bCat nuc transl cell count 5 µM
Cc1ccccc1CN1CCN(CC(=O)NCc2ccc3c(c2)OCO3)C1=O,-3.9%,·,·,1.8,1160,-22,-6,4.0,2.9,9.8,-2.5%,0.57,-0.21,0.57,-0.16,i,-2,-2.1,859
CCCOc1ccc(C(CC(=O)O)NS(=O)(=O)c2ccc(NC(C)=O)cc2)cc1 (stereo not drawn),-5.1%,·,·,-0.31,1481,-5,-6,3.3,2.4,1.7,-1.5%,-0.25,-0.22,0.3,-0.41,i,11,-2.0,834
CCOC(=O)c1c(C)[nH]c(C)c1C(=O)CSc1nc(N)cc(=O)[nH]1,-3.8%,16,784,·,·,-26,-1,3.3,2.3,6.2,-0.6%,1.2,-0.25,0.46,0.0063,i,-1,·,·
COc1ccc(-c2csc3ncnc(NCCN4CCOCC4)c23)cc1,-0.5%,·,·,-0.87,801,13,10,16,11,8.2,1.4%,0.25,-0.21,0.45,0.011,·,·,2.8,1065
O=C(O)CS(=O)CC(=O)Nc1cccc(C(F)(F)F)c1 (stereo not drawn),-7.1%,1,461,-0.07,1431,4,5,2.6,1.2,6.5,-1.5%,-1.1,-0.26,-0.5,0.76,i,18,0.8,1559
COc1ccc(Cl)c(NC(=O)NCCN2CCN(c3ccccc3)CC2)c1,-1.0%,-10,720,0.53,1324,17,8,3.0,1.9,0.3,-2.0%,0.085,-0.17,-0.074,0.35,i,6,·,·
Fc1ccccc1CSc1nc2ncc(Br)cc2[nH]1,-5.2%,-8,747,-0.03,1023,45,33,2.9,3.0,1.7,-0.6%,0.56,-0.27,0.37,0.55,i,-2,·,·
COc1ccc(CNc2ccc([N+](=O)[O-])cc2C)cc1,·,-1,653,0.16,1012,·,·,·,·,·,·,0.67,-0.19,1.2,-1.5,·,·,-0.6,1352
COc1ccccc1CN1C[C@@H]2C[C@@H](c3ccccc3OC)N3CCC[C@@]23C1=O,·,1,710,-0.15,1077,·,·,·,·,·,·,-0.14,0.22,-0.018,0.057,·,·,0.7,1322
O=C(O)CCCC(=O)Nc1ccc(-n2ccc(C(F)(F)F)n2)cc1,·,9,702,-0.15,1049,·,·,·,·,·,·,-0.13,-0.24,0.31,0.62,·,·,0.0,1226
COc1ccc(-c2nnc(SC(C)C(=O)Nc3cccc(Cl)c3)o2)cc1 (stereo not drawn),-4.6%,·,·,0.05,1177,33,-9,3.3,1.2,1.3,1.3%,-1.1,-0.18,-0.28,0.23,i,5,-1.7,950
O=C(NCc1cccnc1)c1cc(-c2ccc(Cl)cc2)oc1C(F)(F)F,·,14,645,-0.57,1062,·,·,·,·,·,·,1.7,-0.24,1.3,-0.54,·,·,0.1,1357
Brc1ccc(/C=N/Nc2ncnc3c2cnn3Cc2ccccc2)cc1,-9.0%,·,·,2.4,1453,-1,-1,3.2,2.0,6.1,-0.7%,1,-0.21,-0.0031,-0.44,i,34,1.0,1325
CCC(Oc1ccccc1)C(=O)Nc1ccc(S(=O)(=O)Nc2cnc3ccccc3n2)cc1 (stereo not drawn),-4.6%,-2,652,-0.15,1992,-2,13,3.4,2.6,6.6,-0.1%,-0.75,-0.15,-0.59,0.56,i,8,-0.8,1009
Cc1nc(-c2coc3cc(C)c(N=O)c(O)c3/c2=N\N)cs1,-6.7%,-3,711,0.12,1165,-5,10,2.0,1.4,8.5,-0.3%,-0.12,-0.21,-0.4,0.42,i,13,-1.7,1123
COc1cccc(C(c2nnnn2Cc2ccco2)N2CCN(c3cccc(C)c3C)CC2)c1OC (stereo not drawn),-1.2%,·,·,-2.1,531,55,20,2.8,2.0,8.4,-0.7%,0.2,-0.18,0.13,0.25,i,0,-5.2,1038
CCOC(=O)c1sc(NC(=O)CNC(=O)Cn2cnc3sc(C)c(C)c3c2=O)nc1C,-3.1%,·,·,0.68,1239,-14,14,3.8,2.9,3.6,1.4%,-0.4,0.21,-0.49,-0.07,i,3,2.5,1104
COc1ccc(C(=O)n2ccc(C)n2)cc1Br,0.5%,7,714,-0.22,1200,6,8,1.6,1.7,1.8,-3.9%,-1.1,-0.21,-0.24,-0.45,i,6,-0.6,985
CCc1ccc(S(=O)(=O)NCCc2cn3cccc(C)c3n2)s1,-5.9%,-22,699,-0.31,1229,-3,-11,1.6,1.3,4.2,-0.8%,-0.27,-0.28,-0.4,0.61,i,9,0.5,1110
COc1cccc(C2=CC(c3ccc(N(C)C)cc3)n3nnnc3N2)c1 (stereo not drawn),-1.7%,·,·,0.02,1422,16,-9,42*,32*,28*,0.1%,-1,-0.26,-1.1,0.77,i,22,-3.7,982
Cc1[nH]nc(SCC(=O)N2CCCC2)c1[N+](=O)[O-],-9.3%,10,794,0.21,1113,10,-3,2.2,1.2,13,-0.6%,0.22,-0.23,0.98,-0.94,i,-2,-1.2,1029
O=C(NCc1ccco1)Nc1ccc(Br)cc1Cl,-1.4%,1,627,0.35,1220,4,7,3.2,1.4,1.2,·,-1.1,-0.25,-0.41,0.16,i,8,2.4,994
COc1cc(Cl)c(C)cc1NC(=O)CNC(C)c1ccccc1OC (stereo not drawn),-4.1%,-22,635,-0.85,1188,45,25,2.2,2.1,13,0.5%,0.53,-0.21,0.19,0.88,i,4,-3.0,1098
Cc1c(-c2nc(N)nc(Nc3ccc(F)cc3)n2)oc2ccccc12,-4.5%,6,791,0.06,1424,1,-15,2.9,1.6,0.9,-1.7%,-0.71,-0.14,-0.72,-0.11,i,2,·,·
COc1cc(/C=N/NC(=O)c2cc(-c3ccccc3)sc2N)cc(OC)c1OC,·,-6,699,-2.5,965,·,·,·,·,·,·,-0.052,-0.25,0.42,0.57,·,·,1.1,1372
CCOC(=O)C1=C(C)NC(C)=C(C(=O)OCC)C1c1sccc1C,1.2%,·,·,-0.39,1274,5,-9,2.6,1.1,4.8,2.4%,-0.22,-0.22,0.57,0.61,i,-23,-0.5,1320
CC1Cc2ccccc2N1CC(=O)Nc1ccc2c(c1)OC(F)(F)O2 (stereo not drawn),-3.4%,-23,749,0.28,893,8,9,1.5,1.9,6.1,-3.6%,0.35,-0.0089,0.63,-0.18,i,1,-1.4,1145
O=C(c1ccco1)N1CCN(C(=O)c2cc(-c3ccccn3)nc3ccccc23)CC1,1.2%,·,·,-0.84,989,5,6,8.0,3.2,13,-1.5%,-0.52,-0.22,-0.062,0.53,i,-3,0.3,833
